LYPLA2 inh: LYPLA2 inhibitors, primary screen, counter-screen for PME1 inhibitor project, biochemical, fluorescence polarization, FP-Rh probe ABPP. inhibition, % at 5.9 µM. 320,000 compounds, 0.38% hits. AID 2177, 2009. recombinant LYPLA2;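 active means inhibition above the screen-wide mean plus 3 SD, limit set per campaign, cut at about 26% in these data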;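 further: 0% = LYPLA2 with DMSO and 100% = wells lacking LYPLA2 enzyme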
Target sequence (O95372 whole entry, looked up): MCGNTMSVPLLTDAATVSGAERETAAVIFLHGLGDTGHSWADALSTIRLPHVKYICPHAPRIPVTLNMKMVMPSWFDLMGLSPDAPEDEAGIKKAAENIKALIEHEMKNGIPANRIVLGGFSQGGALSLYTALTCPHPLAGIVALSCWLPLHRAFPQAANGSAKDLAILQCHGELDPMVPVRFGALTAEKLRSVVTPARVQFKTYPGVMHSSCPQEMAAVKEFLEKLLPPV
Efflux pump mplx: inhibitors of Candida efflux pumps in yeast, primary screen, S. cerevisiae, Nile Red, multiplex; S. cerevisiae Candida pump triplex; inhibition, % at 10 µM; 330,000 compounds, 0.44% hits;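 active means plate passing quality check with inhibition over a set limit, or well fluorescence over plate mean plus 4 SD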;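 further: Nile Red retained in pooled yeast measured as flow cytometry median fluorescence; 0% = buffer negative control and 100% = Enniatin B positive control; higher means more Nile Red kept so more efflux inhibition; some compounds called inactive have numbers as strong as hits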
HCV core dimer: inhibitors of HCV core protein dimerization, primary screen, biochemical, TR-FRET, high-throughput; AID 1899, 2009; TR-FRET GST/Flag-core106 dimerization, 1536-well; inhibition, % at 5 µM; 300,000 compounds, 0.33% hits;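 active means inhibition above the mean of all tested compounds plus 3 SD, set per screening campaign, cut at about 45% in these data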
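Material: Tagged HCV core106 pair (GST and Flag) | Amount: GST-core106 13.5 nM, Flag-core106 17 nM | Medium: KF-containing HEPES buffer, pH 7.45, DTT, CHAPS, BSA | Reagent: Eu donor and XL665 acceptor anti-tag antibodies | Schedule: 4 h at 22.5 °C | Technique: Time-resolved FRET, ex 340 nm, em 617 and 671 nm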
PP1 counter: PP1-alpha phosphatase inhibitors, primary screen, counter-screen for PP5 inhibitor project, biochemical, fluorescence, OMFP substrate, single point. Serine/threonine-protein phosphatase PP1-alpha catalytic subunit (Homo sapiens), P62136. purified PP1alpha. inhibition, % at 6.7 µM. 320,000 compounds, 0.9% hits. AID 2235, 2010;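 active means inhibition above the mean inhibition of all tested compounds plus 3 SD, computed separately for each screening campaign, cut at about 15% in these data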
Target sequence (P62136 whole entry, looked up): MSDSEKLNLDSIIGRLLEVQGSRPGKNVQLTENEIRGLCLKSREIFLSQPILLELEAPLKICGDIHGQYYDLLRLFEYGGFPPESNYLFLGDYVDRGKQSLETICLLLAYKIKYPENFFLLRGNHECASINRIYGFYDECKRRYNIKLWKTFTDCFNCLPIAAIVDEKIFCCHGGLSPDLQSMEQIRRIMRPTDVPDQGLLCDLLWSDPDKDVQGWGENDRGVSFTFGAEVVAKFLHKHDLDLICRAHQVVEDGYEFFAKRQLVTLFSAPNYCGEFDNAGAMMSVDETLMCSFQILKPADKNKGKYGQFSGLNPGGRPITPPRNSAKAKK
PREPL inhibitor: PREPL enzyme inhibitors, primary screen, biochemical, fluorescence polarization; AID 2751, 2010; inhibition, % at 5.96 µM; Prolyl endopeptidase-like (Homo sapiens), Q4J6C6; 320,000 compounds, 0.68% hits; recombinant PREPL, fluorescence polarization activity-based probe; in the data active means inhibition above about 43%;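 further: 0% = enzyme with DMSO and 100% = wells lacking enzyme; many of its hits are not listed in these tables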
GASC-1 inh: inhibitors of GASC-1 histone demethylase, primary screen, biochemical, fluorescence, DELFIA europium; inhibition, % at 2.35 µM; Lysine-specific demethylase 4C (Homo sapiens), Q9H3R0; GST-JMJD2C(1-420) H3K9me3 demethylation; 330,000 compounds, 0.069% hits;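 active means more than half of a compound's replicate wells show inhibition beyond 50%, single wells judged on their own value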;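 further: signal counts dimethyl H3K9 product captured on neutravidin plate; 0% = median of DMSO wells and 100% = 0.3 times that DMSO median; strong numbers were not always called active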
Target sequence (Q9H3R0 1-420 limits assumed): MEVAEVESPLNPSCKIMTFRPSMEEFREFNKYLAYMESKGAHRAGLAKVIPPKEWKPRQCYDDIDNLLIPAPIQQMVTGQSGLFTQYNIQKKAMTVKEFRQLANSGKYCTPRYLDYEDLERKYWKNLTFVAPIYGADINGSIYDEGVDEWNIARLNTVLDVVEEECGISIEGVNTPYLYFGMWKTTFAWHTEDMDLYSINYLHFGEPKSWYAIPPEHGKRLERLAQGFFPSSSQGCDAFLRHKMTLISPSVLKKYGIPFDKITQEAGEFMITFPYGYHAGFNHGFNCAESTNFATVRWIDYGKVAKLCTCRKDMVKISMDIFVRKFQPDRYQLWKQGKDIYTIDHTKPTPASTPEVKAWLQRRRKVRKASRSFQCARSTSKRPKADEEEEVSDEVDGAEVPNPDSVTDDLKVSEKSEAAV
TPT1 inh: Candida albicans TPT1 enzyme inhibitors, primary screen, biochemical, fluorescence polarization; recombinant caTPT1, FP RNA substrate dephosphorylation; inhibition, % at 5 µM; 300,000 compounds, 0.81% hits;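 active means inhibition above the mean of all tested compounds plus 3 SD, set per screening campaign, cut at about 24% in these data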;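 further: plate controls were DMSO alone for no effect and ferristatin control at 100 nM for full effect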
CTSL1 counter: Fasciola hepatica cathepsin L1 inhibitors, primary screen, counter-screen for PFM18AAP inhibitor project, biochemical, QFRET, fluorogenic peptide substrate; recombinant F. hepatica cathepsin L1, Z-Leu-Arg-MCA fluorescence; inhibition, % at 5.96 µM; AID 1906, 2009; 300,000 compounds, 0.49% hits;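 active means inhibition above the mean of all tested compounds plus 3 SD, set per screening campaign, cut at about 17% in these data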;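 further: 0% = plate median of test compound wells and 100% = 1 µM Z-Phe-Ala-diazomethylketone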
PP5 primary: PP5 phosphatase inhibitors, primary screen, biochemical, fluorescence; AID 1987, 2009; purified PP5c, OMFP substrate fluorescence; Serine/threonine-protein phosphatase 5 (Homo sapiens), P53041; inhibition, % at 6.7 µM; 320,000 compounds, 0.18% hits;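 active means inhibition above the campaign's mean inhibition across all tested compounds plus 3 SD, cut at about 9.5% in these data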;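 further: 0% = DMSO only and 100% = 100 µM cantharidin control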
* marks the source's active call; other numbers are inactive results; · = not tested or not shown. The list is partial; count on the stated rates, not on these rows.

Compound,PP1 counter,CTSL1 counter,PREPL inhibitor,LYPLA2 inh,GASC-1 inh,TPT1 inh,PP5 primary,Efflux pump mplx,HCV core dimer
CSc1nc2nccc(-c3ccc4c(c3)OCO4)n2n1,1,5,-16,-3,3,1,0.7,0.0,1
Cc1ccccc1CCN(C(=O)Cn1nnc2ccccc21)C(C(=O)NC(C)(C)C)c1ccsc1 (configuration not stated),-3,1,-14,-9,-2,1,-0.1,-0.1,6
CCOc1cc(CNCCc2ccc(S(N)(=O)=O)cc2)ccc1OCc1ccccc1,2,6,5,1,-10,-6,-1.0,-0.1,-4
COCCNC(=O)/C(C#N)=C/c1nc(N(C)C)n(-c2ccc(F)cc2)c1Cl,-2,0,8,2,-9,2,-1.1,0.0,-7
CCCOc1ccc(C(=O)OCC(=O)c2c(N)n(C)c(=O)n(C)c2=O)cc1OCC,-5,-4,-2,5,-1,-2,-2.0,0.1,-5
Nn1c(SCC(=O)Nc2ccccc2C(F)(F)F)nncc1=O,-3,0,2,-1,0,-2,-0.2,0.0,-4
O=C(Nc1cccc(C(F)(F)F)c1)c1cc2c(s1)-c1ccccc1OC2,7,6,0,-3,2,-2,5.1,-0.1,-14
CCCCN(Cc1cc2cc(OC)ccc2[nH]c1=O)C(=O)COc1ccccc1,0,3,4,-1,-6,-3,3.3,0.1,22
CCOC(=O)CSc1nnc([C@H](Cc2ccccc2)NC(=O)OC(C)(C)C)o1,-4,-1,14,-15,-10,1,1.8,0.3,7
CCCCCSc1nc2c(c(=O)[nH]c(=O)n2C)n1C(C)C,-2,-1,-5,10,48,-1,-1.4,0.1,-5
CC1=C/C(=C(\c2ccc(O)c(C)c2)c2ccccc2S(=O)(=O)O)C=CC1=O,-2,1,10,4,10,-4,1.5,-0.1,-1
COc1ccc(CCNC(=O)C2CCC(CNS(=O)(=O)c3ccccc3)CC2)cc1OC (configuration not stated),-3,1,10,13,4,-1,-1.7,0.2,-2
COCc1nnc(NS(=O)(=O)c2ccccc2)s1,1,0,-4,2,-13,3,3.4,0.1,1
Cc1cccc(NC(=O)CCN2CC(C)OC(C)C2)c1 (configuration not stated),5,-2,0,5,-5,-2,-1.9,-0.1,-7
Cc1csc(/N=C/c2ccc([N+](=O)[O-])cc2)n1,-3,0,3,-2,12,1,-1.6,-0.2,11
COC(=O)c1cccc(OCC(O)Cn2ccnc2)c1 (configuration not stated),-2,-2,6,4,10,0,0.5,-0.2,-7
COc1ccc(NS(=O)(=O)c2cc3c(cc2C)N(C)CCO3)cc1,-4,-3,-7,-3,8,-1,0.0,0.0,-2
CC(C)(C)NC(=O)C(c1ccccc1)N(C(=O)CNC(=O)c1cccs1)c1cccnc1 (configuration not stated),0,-4,0,6,·,-1,2.8,0.0,-10
CC(=O)c1c(C)[nH]c(=S)c(C#N)c1-c1ccc(F)cc1,-9,-6,5,3,1,-3,-1.0,0.0,9
CC(=O)c1ccc(OCCCC(=O)NCCc2ccccc2)cc1,4,9,-9,-6,20,1,2.1,-0.7,-22
O=C(/C=C/c1ccccc1Cl)Nc1ccc(-c2nnc3n2CCCCC3)cc1,5,1,0,-9,-12,-1,2.7,-0.1,9
COc1ccccc1NC(=O)CN1CCN(C(=O)C2CCCO2)CC1 (configuration not stated),-1,2,3,0,3,-1,-1.0,0.5,-1
Cc1cc(C)nc(NC(=NCCc2c[nH]c3ccccc23)NC(=O)Nc2ccc(Cl)cc2)n1,2,0,18,-37,-4,-4,3.5,1.3,10
CCCSc1nc(C)c(CC(=O)OCC)c(=O)[nH]1,-4,-1,2,1,17,-2,0.4,-0.1,-2
Cc1ccc(C)c(NC(=S)NNC(=O)c2csc3c2CCC(C)C3)c1 (configuration not stated),7,2,2,2,-4,2,5.3,0.2,3
Cc1ccc(-n2c(C)c(C)c3c(NCCO)ncnc32)cc1,9,-3,2,-1,3,-2,4.0,0.0,4
O=C(COc1cc(Cl)c(Cl)cc1Cl)Nc1ccc([N+](=O)[O-])cc1Cl,-2,-1,7,0,11,-5,-0.6,0.0,8
CCCCOc1ccccc1C(=O)NNC(=S)NC(=O)c1ccccc1[N+](=O)[O-],6,7,3,5,-3,-1,1.1,0.0,0
CCOc1ccccc1NC(=O)C(OC(=O)C1CC1)c1ccccc1 (configuration not stated),1,-60,-15,1,-14,-2,1.2,0.0,-2
COC(=O)c1cc2occc2n1CC(=O)Nc1ccc(OC)c(OC)c1,-2,1,4,-7,11,-1,0.0,0.0,-3

At a glance, six of the compounds above.
Compound,PP1 counter,CTSL1 counter,PREPL inhibitor,LYPLA2 inh,GASC-1 inh,TPT1 inh,PP5 primary,Efflux pump mplx,HCV core dimer
Cc1ccc(C)c(NC(=S)NNC(=O)c2csc3c2CCC(C)C3)c1 (configuration not stated),7,2,2,2,-4,2,5.3,0.2,3
Cc1ccc(-n2c(C)c(C)c3c(NCCO)ncnc32)cc1,9,-3,2,-1,3,-2,4.0,0.0,4
O=C(COc1cc(Cl)c(Cl)cc1Cl)Nc1ccc([N+](=O)[O-])cc1Cl,-2,-1,7,0,11,-5,-0.6,0.0,8
CCCCOc1ccccc1C(=O)NNC(=S)NC(=O)c1ccccc1[N+](=O)[O-],6,7,3,5,-3,-1,1.1,0.0,0
CCOc1ccccc1NC(=O)C(OC(=O)C1CC1)c1ccccc1 (configuration not stated),1,-60,-15,1,-14,-2,1.2,0.0,-2
COC(=O)c1cc2occc2n1CC(=O)Nc1ccc(OC)c(OC)c1,-2,1,4,-7,11,-1,0.0,0.0,-3

Gathered by group, the entries above with a Cl atom.
Compound,PP1 counter,CTSL1 counter,PREPL inhibitor,LYPLA2 inh,GASC-1 inh,TPT1 inh,PP5 primary,Efflux pump mplx,HCV core dimer
COCCNC(=O)/C(C#N)=C/c1nc(N(C)C)n(-c2ccc(F)cc2)c1Cl,-2,0,8,2,-9,2,-1.1,0.0,-7
O=C(/C=C/c1ccccc1Cl)Nc1ccc(-c2nnc3n2CCCCC3)cc1,5,1,0,-9,-12,-1,2.7,-0.1,9
Cc1cc(C)nc(NC(=NCCc2c[nH]c3ccccc23)NC(=O)Nc2ccc(Cl)cc2)n1,2,0,18,-37,-4,-4,3.5,1.3,10
O=C(COc1cc(Cl)c(Cl)cc1Cl)Nc1ccc([N+](=O)[O-])cc1Cl,-2,-1,7,0,11,-5,-0.6,0.0,8

Next records:
Compound,PP1 counter,CTSL1 counter,PREPL inhibitor,LYPLA2 inh,GASC-1 inh,TPT1 inh,PP5 primary,Efflux pump mplx,HCV core dimer
CC(OC(=O)CNC(=O)c1ccc(Br)cc1)C(=O)NC1CCCCC1C (configuration not stated),-2,·,14,-3,-8,·,2.8,0.0,·
CCC(=O)Nc1ccc(C(=O)n2nc(C)cc2C)cc1,-4,-4,-2,-6,-3,-2,0.3,0.0,-3
O=C(CNC(=O)c1cccs1)OCC(=O)c1ccc(Cl)cc1,-1,-20,16,-2,-20,-3,-0.5,-0.1,-6
COc1ccccc1OCCNC(=O)Cc1ccc(S(=O)(=O)N2CCOCC2)s1,-6,-1,18,1,23,5,-3.0,-0.1,-3
COc1ccc2[nH]c3c(c2c1)CCn1c-3nc2ccccc2c1=O,26*,7,9,3,-9,1,1.1,-0.1,-4
CCn1c(O)c(C=NC2CCCC(C)C2C)sc1=S (configuration not stated),6,1,4,1,-31,1,3.5,-0.2,-7
CC(=O)Nc1cc2nn(-c3ccccc3)nc2cc1Cl,-4,7,9,1,-4,-2,3.3,0.3,6
CCCc1ccc(C(=O)/C=C/N(C)C)cc1,2,1,-9,1,-43,1,1.6,-0.2,-2
CC(C)NC(=S)NC(=O)c1ccc(-c2ccccc2)cc1,2,1,4,-6,-3,-2,-0.5,-0.1,7
O=C(NCc1ccncc1)C1=NN(c2ccccc2)C(=O)CC1,-5,0,-4,5,6,0,2.9,0.2,-2
Cc1ccc(S(=O)(=O)NNC(=O)c2ccncc2)cc1,-1,0,6,2,-4,-3,1.1,0.0,-6
Cc1cc(C)nc(NC(=O)c2ccc(OC(C)C)cc2)n1,2,-4,5,-2,-1,-2,-0.3,-0.1,-3
COC(=O)Cc1c(O)ccn(Cc2ccc3c(c2)OCO3)c1=O,3,-2,3,0,-20,-2,1.4,0.5,-8
CCOC(=O)C1=C(C)NC(C)=C(C(=O)OCC)C1C1=COCCO1,5,-2,7,8,-8,-4,2.6,0.0,-8
Cc1ccc(S(=O)(=O)C2(C(=O)Nc3nccs3)CC2)cc1,0,1,1,2,16,-1,-1.7,-0.1,-1
CC(C)(C)c1ccc(C(=O)NCC(=O)N/N=C/c2cccnc2)cc1,-2,2,8,0,-7,-4,-3.4,0.1,3
CCOC(=O)c1c(NC(=O)CSc2nc3cccnc3n2C)sc(C(C)=O)c1C,-2,-1,6,-2,-9,8,3.1,-0.1,9
CN(Cc1c(C(=O)N/N=C/c2cccc(F)c2)nnn1-c1nonc1N)c1ccccc1,2,1,3,-1,2,2,1.1,-0.1,10
N#C/C(=C/c1ccc(CNC(=O)C(=O)Nc2cc(Cl)cc(Cl)c2)o1)C(=O)NCc1cccnc1,-6,-5,4,-16,-1,5,1.2,8.2*,10
CCCNC(=O)c1cc2c(C(F)(F)F)nn(C)c2s1,3,1,5,-1,-30,3,3.3,0.1,-3
Cc1cc(C)n(CCC(=O)Nc2ccc(-c3ccno3)cc2)n1,9,1,0,1,12,4,2.3,0.0,1
CN(C)c1ccc(NC(=O)c2sc(SCC(=O)Nc3ccc(Br)cc3)nc2N)cc1,4,2,1,-7,14,-7,0.8,0.0,26
Cc1cccc(-c2noc(C3CCCCC3)n2)c1,-2,-3,13,0,6,1,3.0,0.2,3
Cc1ccc(NCCC(=O)c2ccc(Cl)c(Cl)c2)cc1,6,0,26,4,-2,1,1.9,-0.3,2
CN(CC(=O)Nc1cccc(F)c1)C(=O)C1CC(=O)N(CCc2ccccc2)C1 (configuration not stated),-3,1,4,2,0,1,-1.3,-0.1,0

From PubChem BioAssay
